STK33 kinase inh: inhibitors of purified STK33 kinase, primary screen, biochemical, ADP-Glo luminescence, homogeneous, cell-free; Serine/threonine-protein kinase 33 (Homo sapiens), Q9BYT3; MBP phosphorylation; inhibition, % at 10 µM; hit rate 0.073% among 320,000;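 active = inhibition at or above 25%, using the most active replicate where run in duplicate; inactive = inhibition below 25%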
Target sequence (Q9BYT3 whole entry, looked up): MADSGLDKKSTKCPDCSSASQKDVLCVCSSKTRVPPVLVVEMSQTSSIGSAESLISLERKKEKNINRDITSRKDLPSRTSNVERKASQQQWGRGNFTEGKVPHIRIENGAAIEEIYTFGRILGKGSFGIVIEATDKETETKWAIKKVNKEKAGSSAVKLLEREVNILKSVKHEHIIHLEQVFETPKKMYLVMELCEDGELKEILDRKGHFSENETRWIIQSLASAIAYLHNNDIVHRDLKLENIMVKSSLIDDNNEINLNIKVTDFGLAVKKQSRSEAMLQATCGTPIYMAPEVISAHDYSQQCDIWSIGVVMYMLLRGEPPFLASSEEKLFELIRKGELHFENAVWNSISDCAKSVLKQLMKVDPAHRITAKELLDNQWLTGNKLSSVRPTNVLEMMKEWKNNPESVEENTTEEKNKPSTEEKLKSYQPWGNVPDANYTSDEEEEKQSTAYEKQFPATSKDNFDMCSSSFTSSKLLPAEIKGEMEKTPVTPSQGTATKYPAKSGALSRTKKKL
Kir21 block: inhibitors of mouse Kir2.1 inward-rectifier potassium channel; Inward rectifier potassium channel 2 (Mus musculus), P35561; HEK293-Kir2.1, FluxOR thallium flux fluorescence; hits give low values; hit rate 0.85% among 310,000; B-score at 10 µM;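 active = fluorescence ratio B-score at or below minus 3 SD of library scores, with starting-brightness B-score within 2 SD, cut at about -4.2 in these data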;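 also: channel flux triggered by added potassium and thallium sulfate stimulus; B-score of peak minus minimum fluorescence over baseline after thallium stimulus; more negative B-score means stronger Kir2.1 block with less thallium influx; some compounds called inactive have numbers as strong as hits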
Target sequence (P35561 whole entry, looked up): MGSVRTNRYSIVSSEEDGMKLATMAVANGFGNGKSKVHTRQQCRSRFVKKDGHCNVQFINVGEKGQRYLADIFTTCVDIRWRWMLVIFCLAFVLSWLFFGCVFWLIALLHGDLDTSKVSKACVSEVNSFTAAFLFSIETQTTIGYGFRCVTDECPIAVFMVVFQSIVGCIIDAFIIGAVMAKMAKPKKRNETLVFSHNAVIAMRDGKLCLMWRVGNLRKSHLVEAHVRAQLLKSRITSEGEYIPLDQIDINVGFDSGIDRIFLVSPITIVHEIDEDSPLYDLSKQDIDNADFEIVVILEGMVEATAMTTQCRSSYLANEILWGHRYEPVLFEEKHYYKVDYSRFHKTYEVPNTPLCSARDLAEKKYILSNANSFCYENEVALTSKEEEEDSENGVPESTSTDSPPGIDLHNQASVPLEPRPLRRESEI
* marks the source's active call; other numbers are inactive results; / = not tested or not shown.

Results follow in this order: STK33 kinase inh	Kir21 block
- Cc1nc2ccc(S(=O)(=O)NCC(=O)N3CCCCC3)cc2s1
    -1.9	0.72
- COc1ccc(CNc2nccs2)cc1
    0.3	0
- CCN(CC)CCN1C(=O)c2ccccc2NC1c1cc(OC)c(OC)c(OC)c1 (stereo not given)
    0.1	3.3
- CN(N)c1nc2ccccc2nc1C(F)(F)F
    -0.3	-0.14
- CCOc1ccccc1-n1nnnc1SCC(=O)O
    -0.4	-1.4
- COc1ccc(OC)c(N(CC(=O)NCc2ccccc2)S(=O)(=O)c2ccc(OC)c(OC)c2)c1
    4.3	1.1
- COC(=O)CCNCCSc1nnc(-c2ccco2)n1Cc1ccccc1
    -1.4	0.79
- Cc1ccc(O)c(C(=O)c2cc(C#N)c(=O)n(Cc3ccccc3)c2)c1
    0.7	0.49
- COCCCn1c(=O)/c(=C\c2ccccc2OC(F)F)s/c1=C(/C#N)C(=O)N1CCOCC1
    -5.2	2.1
- CN=c1scc(-c2cc(OC)ccc2OC)n1/N=C/c1c(C)[nH]c2ccccc12
    -0.5	0.02
- CC(C)OCCCNC(=O)CN1CCN(Cc2ccccc2Cl)C1=O
    -0.4	0
- Cn1c(=O)c2c(SCC(=O)N3CCOCC3)nc(C3CCCCC3)nc2n(C)c1=O
    -1.6	0.91
- COc1ccc(N(C(=O)Cn2nnc(-c3ccccc3F)n2)C(C(=O)NCC2CCCO2)c2ccc(Cl)cc2)cc1 (stereo not given)
    0.6	-0.1
- O=[N+]([O-])c1cccc(-c2nnc3cccc(Cl)n23)c1
    -1.0	0.7
- Cc1ccc(COC(=O)c2ccc3ccccc3n2)cc1
    -1.8	0.73
- Cc1ccc(NC(=O)C2=CCN(S(=O)(=O)c3ccc(F)cc3)CC2)cc1
    -0.7	1.4
- O=C(Nc1cc(S(=O)(=O)N2CCCCC2)ccc1N1CCOCC1)c1cc(=O)[nH]c2ccccc12
    -0.5	0.19
- C=CCn1c(SCC(=O)O)nnc1-c1ccc(C(C)(C)C)cc1
    -0.7	-1.4
- O=C(NCCc1cnc[nH]1)c1cccs1
    -0.2	-0.15
- CC(=C1C(=O)c2ccccc2C1=O)N1CCC(C(N)=O)(N2CCCCC2)CC1
    -3.6	-0.31
- COc1ccccc1-c1nnc2sc(COc3ccccc3)nn12
    -0.1	1.7
- Nc1cc(C(=O)O)ccc1Nc1ccccc1
    0.0	1.3
- O=C(CSc1ccc2nnc(CCNC(=O)c3ccccc3)n2n1)Nc1ccccc1F
    1.1	0.02
- CCCn1c2c(c(=N)c3c1CCC3)CCC2
    1.1	-0.22
- O=C1[C@H]2[C@@H](/C=C/c3ccccc3)N3C(=O)CN(Cc4ccccn4)C(=O)[C@@]3(Cc3ccccc3)[C@H]2C(=O)N1c1ccccc1
    0.9	0.26
- Cc1ccc(SCc2cc(=O)[nH]c(/N=C(\N)Nc3ccc(C)c(C)c3)n2)cc1
    -0.5	-0.11
- CC1(c2ccc(OC(F)F)cc2)NC(=O)N(/N=C/c2c(O)ccc3ccccc23)C1=O (stereo not given)
    -1.2	1.6
- CCn1c(SCc2nc3scc(-c4ccccc4)c3c(=O)[nH]2)nnc1-c1ccc(Cl)cc1
    -0.6	0.37
- CCN(C(=O)COC(=O)/C=C/c1ccccc1[N+](=O)[O-])C1CCS(=O)(=O)C1 (stereo not given)
    -1.0	-0.02
- CCOCCCNC(=O)c1ccc2c(c1)N(CC)C(=O)c1ccccc1S2=O (stereo not given)
    -0.5	0.01
- Cc1ccc2[nH]c(C(=O)N/N=C/c3ccc([N+](=O)[O-])cc3)c(C)c2c1
    -1.6	-0.05
- Cc1nc2c(ccc3nc(NC(=O)C4CC4)sc32)s1
    16	-3.5
- COCCN1CCN(C(=O)c2ccc3oc(CCc4ccccc4)nc3c2)CC1
    0.5	1.7
- COc1ccc(CCC(=O)N2c3ccccc3CC2C)cc1 (stereo not given)
    -1.7	0.01
- Cc1cc(C)c2nc(NNC(=O)c3ccc(S(=O)(=O)N4CCc5ccccc5C4)cc3)sc2c1
    -0.7	2
- O=C(NCCCn1ccnc1)c1cccc(Cl)c1
    -0.7	-0.42
- O=S(=O)(c1ccc2ccccc2c1)N1CCN(S(=O)(=O)c2c(F)cccc2F)CC1
    -0.3	/
- Cc1ccc(NC(=O)c2cccnc2C(=O)Nc2ccc(C)cc2)cc1
    1.4	1.8
- CC(=O)OCC(=O)Nc1c(C)cccc1C
    -0.5	0.07
- COc1ccc(S(=O)(=O)N2CCOCC2)cc1NC(=O)CSc1nnc2n1CCCCC2
    -2.3	/
- O=C(CN1C(=O)COc2ccc(Cl)cc21)Nc1nccs1
    -0.5	/
- CCc1ccc(NC(=O)CSc2nnc(CC)c(CC)n2)cc1
    -2.1	1.7
- O=C(CSc1nnc(C2CC2)n1-c1ccccc1)N1CCNC1=O
    -1.5	/
- O=CNCC(=O)NCCc1ccc(Cl)cc1
    -1.6	-0.38
- CC(C)C(C(=O)NC1CCCCC1)N(CC1CCCO1)C(=O)CNS(=O)(=O)c1ccc(F)cc1 (stereo not given)
    -1.0	0.87
- O=C(O)CC(c1cccc([N+](=O)[O-])c1)N1Cc2ccccc2C1=O (stereo not given)
    -2.8	-0.25
- CC(=O)Nc1ccc(S(=O)(=O)N2CCN(c3cc(C(F)(F)F)ccn3)CC2)cc1
    0.2	-0.21
- C=CCn1c(C)c(/C=C/c2cc[n+](C)cc2)c2ccccc21
    3.4	-15
- CC(C)C(=O)Nc1ccccc1C(=O)N/N=C/c1ccc([N+](=O)[O-])cc1
    0.4	0.68
- Cc1ccc(C(=O)CCS(=O)(=O)c2ccc(Cl)cc2)cc1
    -1.2	0.11

Additional records follow.
Results follow in this order: STK33 kinase inh	Kir21 block
- Cn1nnc(NC(=S)NC(=O)c2cc3ccccc3o2)n1
    -1.2	-2.4
- COc1ccccc1N1CCN(Cc2nc(N)nc(Nc3ccc(C)c(Cl)c3)n2)CC1
    1.0	-0.01
- O=C(NCC(c1cccs1)N1CCOCC1)c1cccnc1 (stereo not given)
    -0.1	0.25
- C/C(CC(=O)Nc1ccc2c(c1)OCO2)=N\NC(=O)C(c1ccccc1)c1ccccc1
    -1.6	-0.81
- CS(=O)(=O)NCc1ccc(C(=O)NCc2ccccc2)cc1
    -0.3	1.6
- CN(C)c1ccc(C(=S)N2CCNCC2)cc1
    -0.4	-0.53
- CCOC(=O)CC/C(C)=N\N=C1\SC(CC(=O)O)C(=O)N1c1ccccc1 (stereo not given)
    -0.4	-1.5
- O=c1[nH]c2ccccc2cc1CN(Cc1cccnc1)S(=O)(=O)c1ccc([N+](=O)[O-])cc1
    0.6	-0.75
- Cn1c(N)c(C(=O)COC(=O)Cc2ccc(Cl)c(Cl)c2)c(=O)n(C)c1=O
    -0.2	/
- CS(=O)(=O)N1CCC(Oc2ccccc2C(=O)NCCCc2cccnc2)CC1
    2.0	0.4

Random excerpt: 2 records from the list, in no set order.
Results follow in this order: STK33 kinase inh	Kir21 block
- O=C(NCCc1cnc[nH]1)c1cccs1
    -0.2	-0.15
- CN(N)c1nc2ccccc2nc1C(F)(F)F
    -0.3	-0.14

Additional entries
Results follow in this order: STK33 kinase inh	Kir21 block
- COc1ccc(C(C)=O)cc1COc1ncnc2ccccc12
    1.5	-1
- CCOc1ccc(N(CC(=O)Nc2cccnc2)S(C)(=O)=O)cc1
    -3.7	-2.5
- Cc1ccc(/C([O-])=C(/C(=S)NCc2ccc3c(c2)OCO3)[n+]2ccc(N(C)C)cc2)c(C)c1
    0.9	0.27
- Cc1ccccc1NC(=O)CCC(=O)N/N=C/c1ccncc1
    -0.1	-1.1
- O=C(CSc1nc2ccccc2o1)Nc1ccccc1N1CCOCC1
    0.7	-8.8*
- COc1ccc(C(C(=O)NCCC(C)C)N(CCN2CCOCC2)C(=O)Cn2nnc3ccccc32)c(OC)c1 (stereo not given)
    1.0	0.81
- CCOC(=O)N1CCN(c2ccc(C(=O)CC)cc2F)CC1
    -1.6	-1.5
- COc1ccc(NS(=O)(=O)c2cccc(C(=O)N/N=C/c3ccc(O)cc3)c2)cc1
    -1.9	-0.27
- CCOC(=O)c1cnc2ccccc2c1NCCc1ccc(OC)c(OC)c1
    0.2	-1.7
- CC(C)(CNc1ccc([N+](=O)[O-])cc1C#N)N1CCOCC1
    0.6	-0.83
- COc1ccccc1Nc1nnc(SCC2CCCCO2)s1 (stereo not given)
    1.5	-1.2
- O=C(/C=C/c1ccccn1)c1cc(Br)ccc1O
    0.4	0.41
- CC1CCCC(C)N1S(=O)(=O)c1ccc(NC(=O)CNC2CCCC2)cc1 (stereo not given)
    0.1	0.8
- CCCCC(c1nnnn1CCOC)N1CCN(Cc2ccccc2)CC1 (stereo not given)
    -0.2	0
- Nc1c(-c2ccc3c(c2)OCCO3)oc2ccccc2c1=O
    -0.1	-0.96
- O=C1NC(NS(=O)(=O)c2ccccc2)(C(F)(F)F)C(=O)N1c1ccc(F)cc1 (stereo not given)
    -1.6	-0.07
- Cc1ccc(N=Nc2ccc(O)c3ncccc23)cc1
    -0.6	-0.88
- COc1ccc(NC(=O)C(c2ccc(C)cc2)N(C)C(=O)CC2NC(=O)NC2=O)cc1 (stereo not given)
    0.0	-0.48
- CC1CCN(S(=O)(=O)c2nnc(NC(=O)COc3ccccc3F)s2)CC1
    -0.4	0.36
- Cc1ccc(NC(=O)C(OC(=O)c2cnc(C)cn2)c2ccccc2)c([N+](=O)[O-])c1 (stereo not given)
    1.7	0.7

Arranged by molar mass (largest number first): three of the compounds above
Results follow in this order: STK33 kinase inh	Kir21 block
- CC1CCN(S(=O)(=O)c2nnc(NC(=O)COc3ccccc3F)s2)CC1
    -0.4	0.36
- Cc1ccc(NC(=O)C(OC(=O)c2cnc(C)cn2)c2ccccc2)c([N+](=O)[O-])c1 (stereo not given)
    1.7	0.7
- CC1CCCC(C)N1S(=O)(=O)c1ccc(NC(=O)CNC2CCCC2)cc1 (stereo not given)
    0.1	0.8

(next part)
Results follow in this order: STK33 kinase inh	Kir21 block
- Cc1c(NC(=O)CCC(=O)N2CCOCC2)c(=O)n(-c2ccccc2)n1C
    -0.6	1.4
- CCN(CC)S(=O)(=O)c1cccc(C(=O)Nc2cc(C)on2)c1
    -1.4	-0.63
- COc1ccc(Cl)cc1S(=O)(=O)N1CCN(c2ccc(F)cc2)CC1
    -2.5	0.37
- Cn1c(OCc2ccco2)nc2c1c(=O)n(Cc1ccc(Cl)c(Cl)c1)c(=O)n2C
    -2.3	-2
- O=Cc1sc(=O)n(Cc2cccc(C(=O)O)c2)c1Cl
    2.7	-0.37
- Cn1c2c(c(=O)n(C)c1=O)C(NC(=O)C(C)(C)C)(C(F)(F)F)C(=O)N2 (stereo not given)
    -1.7	0.88
- CCc1ccc(NC(=O)/C(C#N)=C/c2ccncc2)cc1
    -0.7	0.09
- Cc1cc2nc(-c3ccc[nH]c3=O)n(Cc3ccccc3F)c2cc1C
    -2.1	-0.42
- O=Cc1ccc(Oc2nc(Cl)ncc2F)cc1
    1.6	-0.02
- COc1ccc(CNS(=O)(=O)c2c(C)[nH]c(C)c2C(=O)N2CCCC2)cc1
    -0.8	-0.02
- CC1(C)N=C(/C=N/O)CN1O
    0.0	-0.69
- CCOCCCNC(=O)C1CCCCN1S(=O)(=O)c1ccc(F)cc1 (stereo not given)
    -0.2	0.01
- Cc1c(Cl)ccc2sc(NC(=O)CN3C(=O)c4ccccc4C3=O)nc12
    -1.1	-0.31
- Cc1ccc(-n2ncc(C(=O)NCC3CCN(C4CCCC4)C3)c2C2CCN(C(=O)OC(C)(C)C)CC2)cc1C (stereo not given)
    -0.8	0.07
- O=C(NCc1ccc(F)cc1)c1ccc2c(=O)n3c(nc2c1)CCCCC3
    0.7	-1.7
- Cn1ncc2c1ncn1nc(COc3ccc4ccccc4c3)nc21
    -4.0	-0.24
- CCCCSc1nnc(-c2ccc(NC(=O)CC)cc2)n1C
    0.5	1.5
- Cc1nc2sccn2c(=O)c1S(=O)(=O)N1CCN(c2ccc(F)cc2)CC1
    -0.6	0.13
- CC(C)C1NC(=S)N(Cc2ccccc2)C1=O (stereo not given)
    -3.1	1.2
- COc1ccc(S(=O)(=O)Cc2ccc(C(=O)NCCCN3CCc4ccccc4C3)o2)cc1
    -1.6	-3

An excerpt from above in order of their number in STK33 kinase inh, smallest number first:
compound	STK33 kinase inh	Kir21 block
Cc1c(Cl)ccc2sc(NC(=O)CN3C(=O)c4ccccc4C3=O)nc12	-1.1	-0.31
Cc1ccc(-n2ncc(C(=O)NCC3CCN(C4CCCC4)C3)c2C2CCN(C(=O)OC(C)(C)C)CC2)cc1C (stereo not given)	-0.8	0.07
O=C(NCc1ccc(F)cc1)c1ccc2c(=O)n3c(nc2c1)CCCCC3	0.7	-1.7

Further entries:
Results follow in this order: STK33 kinase inh	Kir21 block
- C[C@]12C=CC(=O)C=C1CC[C@@H]1[C@@H]2[C@@H](O)C[C@@]2(C)[C@H]1CC[C@]2(O)C(=O)COC(=O)CCC(=O)O
    0.6	-0.51
- O=C(CCn1c(=O)sc2ccccc21)NCCC1=CCCCC1
    4.6	-0.47
- CCc1nnc(NC(=O)CSc2nc3[nH]ncc3c(=O)[nH]2)s1
    -0.7	-0.78
- CN(C)/C=C(\C=O)c1cccc(Cl)c1
    -0.7	0.98
- CC1C(=O)C(C)C(c2cc(Cl)ccc2O)NC1c1cc(Cl)ccc1O (stereo not given)
    -1.6	0.16
- C=CCOc1ccc(C2=NOC(C(=O)Nc3ccc4c(c3)OCCO4)C2)cc1 (stereo not given)
    -2.0	-0.37
